Bioassay records (PubChem)
LMPTP inh – blocks human LMPTP phosphatase. recombinant LMPTP-A, OMFP fluorogenic substrate, fluorescence intensity. inhibition, % at 20 µM. 0.22% of 360,000 active;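 active = compounds that cut the enzyme signal by at least half of the control window in the single-dose screen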;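 also: plate controls were DMSO wells with enzyme plus substrate for no effect and substrate without enzyme for full effect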
Target sequence (P24666 whole entry, looked up): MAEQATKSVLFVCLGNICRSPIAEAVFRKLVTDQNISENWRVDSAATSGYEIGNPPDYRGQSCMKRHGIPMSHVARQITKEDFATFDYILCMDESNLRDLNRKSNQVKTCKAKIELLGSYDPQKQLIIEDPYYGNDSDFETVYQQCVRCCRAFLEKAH
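Material: LMPTP-A; amount: 0.625 nM enzyme; doses: single 20 µM dose; times: reaction 50 min, room temperature, dark; technique: fluorescence intensity of OMFP turnover product; benchmarks: no-enzyme and uninhibited controls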
CSN deneddyl inh – inhibitors of human CSN-mediated cullin deneddylation | Q92905 | Purified CSN, SCF-Nedd8-OG deneddylation, fluorescence polarization | inhibition, % at 12.5 µM | 0.38% of 360,000 active;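 active = pattern-corrected inhibition above about 35%, with an unprinted fluorescence ratio check between 0.5 and 1.5, limit read from the data, passing the limit was not always enough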;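 also: 0% = enzyme with substrate and 100% = substrate without enzyme; some results filed as inactive read as strong as hits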
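Schedule: reaction 90 min, room temperature / Assay system: HEK293T-derived human Csn5 enzyme / Input: Csn5 at 0.24 nM final / Measure: inhibition of Csn5 cleavage, % / Control set: substrate-only high control, full reaction low control / Technique: fluorescence polarization of the substrate / Buffer or medium: Tris/NaCl/DTT buffer, pH 7.5 / Reagent: SCFSkp2-Nedd8OG substrate at 10 nM final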
MLLE-PAM2 inh – blocks PAM2 peptide binding to the PABP1 MLLE domain. GST-MLLE / FITC-PAM2 fluorescence polarization. P11940. 0.36% of 360,000 active. inhibition, % at 20 µM; in the data active = inhibition above about 35%, passing the limit was not always enough;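 also: plate controls were DMSO wells with GST-MLLE for no effect and wells lacking GST-MLLE protein for full effect; some results filed as inactive read as strong as hits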
Scp1 inh – blocks human Scp-1 phosphatase activity; 0.88% of 340,000 active; AID 493091; Q9GZU7; Recombinant Scp1, phosphopeptide, malachite green phosphate absorbance; inhibition, % at 20 µM;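 active = inhibition above about 50% at 20 µM, limit read from the data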;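 also: plate controls were DMSO wells with enzyme for no effect and wells lacking enzyme for full effect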
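Test system: SCP-1 phosphatase catalytic domain, residues 76-261 | Compound dosing: One concentration, 20 µM, with 1.0% DMSO | Schedule: 45 min room-temperature reaction, 5 min colour, 30 min stabiliser | Detection: Absorbance at 630 nm | Read-out basis: % inhibition of SCP-1 phosphate liberation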
DNMT1 block – blocks human DNA methyltransferase DNMT1; P26358; DNMT1 molecular beacon, Hinp1I cleavage, fluorescence; inhibition (reported as % activation of signal), % at 10 µM; 0.83% of 360,000 active; AID 588458; in the data active = inhibition above about 50%
SUMO1-SIM PPI – modulators of human SUMO1-mediated protein-protein interactions. P63165. SUMO1 binding to a labelled peptide, TR-FRET, 1 h. inhibition, % at 20 µM. 0.33% of 360,000 active. AID 602429; in the data active = inhibition above about 37%
NadD inh – inhibitors of Staphylococcus aureus NadD. purified NadD enzyme, colorimetric absorbance read-out. 0.78% of 360,000 active. inhibition, % at 20 µM. AID 602399; in the data active = inhibition above about 26%; also: some compounds past the cut are filed as inactive
STEP block – inhibitors of human striatal-enriched phosphatase STEP; P54829; recombinant STEP, OMFP fluorogenic substrate, fluorescence; inhibition, % at 20 µM; 0.25% of 360,000 active; AID 588621;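 active = inhibition at 20 µM, scaled per plate between control wells, above about 37%, limit read from the data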;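 also: 0% = DMSO with enzyme and substrate and 100% = substrate only without enzyme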
Target sequence (P54829 whole entry, looked up): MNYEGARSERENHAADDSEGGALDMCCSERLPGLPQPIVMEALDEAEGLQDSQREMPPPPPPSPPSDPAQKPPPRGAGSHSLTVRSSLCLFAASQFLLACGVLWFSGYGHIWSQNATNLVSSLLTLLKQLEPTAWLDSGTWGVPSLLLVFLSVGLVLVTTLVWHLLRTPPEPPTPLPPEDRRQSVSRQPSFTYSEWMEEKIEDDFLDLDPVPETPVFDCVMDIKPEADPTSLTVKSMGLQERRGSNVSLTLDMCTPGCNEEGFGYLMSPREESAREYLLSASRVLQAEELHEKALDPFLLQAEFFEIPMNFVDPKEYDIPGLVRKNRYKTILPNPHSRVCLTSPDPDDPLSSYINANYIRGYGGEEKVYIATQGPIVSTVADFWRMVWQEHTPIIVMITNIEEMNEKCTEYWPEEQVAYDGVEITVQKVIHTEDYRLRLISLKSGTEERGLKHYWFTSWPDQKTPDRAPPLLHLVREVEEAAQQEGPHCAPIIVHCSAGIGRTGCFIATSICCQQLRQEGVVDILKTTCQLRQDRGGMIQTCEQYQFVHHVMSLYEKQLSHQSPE
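medium = Bis-Tris buffer pH 6.0, 2.5 mM DTT, 0.005% Tween 20 | test system = STEP (striatal-enriched tyrosine phosphatase) enzyme, cell-free | measure = normalized % inhibition | compound dosing = 20 µM, 1% DMSO | also added = 25 µM OMFP | schedule = reaction 20 min, ambient temperature | measured by = fluorescence read at 480 nm ex / 540 nm em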
Rpn11 inh – inhibitors of human proteasome Rpn11; AID 588493; 0.59% of 360,000 active; calls only at 20 µM; O00487; human 26S proteasome, Ub4-pepOG fluorescence polarization; 20S core pre-blocked with epoxomicin;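 active = inhibition at 20 µM, scaled to each plate's controls, above about 33%, limit read from the data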
Target sequence (O00487 whole entry, looked up): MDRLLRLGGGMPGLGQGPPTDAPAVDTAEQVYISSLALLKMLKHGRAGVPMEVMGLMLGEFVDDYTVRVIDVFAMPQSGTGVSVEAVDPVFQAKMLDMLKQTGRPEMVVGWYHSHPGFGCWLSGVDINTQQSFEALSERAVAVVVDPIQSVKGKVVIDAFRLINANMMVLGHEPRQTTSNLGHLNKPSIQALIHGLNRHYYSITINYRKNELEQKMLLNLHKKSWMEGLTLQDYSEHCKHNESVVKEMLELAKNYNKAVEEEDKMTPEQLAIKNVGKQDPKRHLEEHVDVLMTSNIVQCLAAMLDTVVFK
TbMetRS inhib – Trypanosoma brucei MetRS inhibition; purified T. brucei MetRS, ATP depletion, Kinase-Glo luminescence; 0.4% of 360,000 active; inhibition, % at 11.9 µM; AID 624268;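 active = inhibition above a per-plate cutoff of the control wells' mean inhibition plus 3 SD, cut at about 5.5% in these data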;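 also: 0% = DMSO wells median and 100% = median of wells with control inhibitor compound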
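Assay system: T. brucei methionyl-tRNA synthetase, purified | Medium: HEPES buffer with MgCl2, KCl, DTT, spermine, BSA, pyrophosphatase | Compound: 11.9 µM single point | Incubation: 15 min enzyme-compound preincubation, 2 h reaction, 10 min detection, 25 °C | Measured by: Kinase-Glo luciferase luminescence reporting remaining unconsumed ATP | Measure: % inhibition normalized to control-well medians | Replication: Singlicate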
An asterisk follows results filed as active; i = inactive; / = no result given.

compound,LMPTP inh,CSN deneddyl inh,MLLE-PAM2 inh,Scp1 inh,DNMT1 block,SUMO1-SIM PPI,NadD inh,STEP block,Rpn11 inh,TbMetRS inhib
COc1ccc(C2C(C(=O)O)c3ccccc3C(=O)N2Cc2ccco2)cc1 (stereo not drawn),-1.1,-2,-4,-7,0,0,-3,-2,i,-0.2
NC(=O)c1sc2nc(-c3cccs3)ccc2c1N,-0.8,5,-6,-4,0,-19,-2,-4,i,-0.8
COc1ccccc1N(CC(=O)NCC1CCCO1)C(=O)CCC(=O)Nc1nccs1 (stereo not drawn),-2.1,-2,0,-3,7,-1,1,-1,i,0.0
O=C(CN1C(=O)NC2NC(=O)NC21)NC1CCCCC1 (stereo not drawn),-4.5,3,2,-11,-2,-1,-6,3,i,-0.1
Cn1c(=O)c2c(nc(NCC3CCCO3)n2Cc2ccccc2)n(C)c1=O (stereo not drawn),0.2,0,1,0,1,-1,-9,0,i,-0.6
O=C(c1cc2cc(C(F)(F)F)ccc2s1)N1CCOCC1,-2.5,3,-5,-5,3,4,-6,3,i,-0.7
CCCSCCCNC(=O)c1cc2c(s1)CS(=O)(=O)C2,-0.3,2,24,2,-8,-4,-1,-2,i,0.2
O=C(Nc1ccccc1)c1ccc(NCCN2CCOCC2)c(S(=O)(=O)N2CCOCC2)c1,-1.0,3,9,1,7,1,-4,-3,i,-0.5
CC(C)c1ccc(NC(=O)C2=NNC(=O)CC2)cc1,-0.1,2,8,-4,7,-5,2,25,i,-0.2
Cc1c(C(=O)N(Cc2cccs2)C2CCS(=O)(=O)C2)oc2ccccc12 (stereo not drawn),-0.2,0,11,-9,-3,-3,-5,1,i,0.2
CCOC(=O)COc1ccc(C2NC(C(=O)O)CS2)cc1 (stereo not drawn),-1.0,-1,18,1,-3,4,-1,-3,i,-2.2
COc1cc(N)cc(NC(=O)c2ccncc2)c1,-0.1,-1,6,-12,-1,3,-3,10,i,-0.1

3 entries from above, sorted by their value in LMPTP inh, falling:
SMILES	LMPTP inh	CSN deneddyl inh	MLLE-PAM2 inh	Scp1 inh	DNMT1 block	SUMO1-SIM PPI	NadD inh	Rpn11 inh
CCOC(=O)COc1ccc(C2NC(C(=O)O)CS2)cc1 (stereo not drawn)	-1.0	-1	18	1	-3	4	-1	i
COc1ccc(C2C(C(=O)O)c3ccccc3C(=O)N2Cc2ccco2)cc1 (stereo not drawn)	-1.1	-2	-4	-7	0	0	-3	i
COc1ccccc1N(CC(=O)NCC1CCCO1)C(=O)CCC(=O)Nc1nccs1 (stereo not drawn)	-2.1	-2	0	-3	7	-1	1	i

Complete entries, quoted from the list:
Entry for O=C(CN1C(=O)NC2NC(=O)NC21)NC1CCCCC1 (stereo not drawn) → LMPTP inh: -4.5; CSN deneddyl inh: 3; MLLE-PAM2 inh: 2; Scp1 inh: -11; DNMT1 block: -2; SUMO1-SIM PPI: -1; NadD inh: -6; STEP block: 3; Rpn11 inh: i; TbMetRS inhib: -0.1
Entry for COc1cc(N)cc(NC(=O)c2ccncc2)c1 → LMPTP inh: -0.1; CSN deneddyl inh: -1; MLLE-PAM2 inh: 6; Scp1 inh: -12; DNMT1 block: -1; SUMO1-SIM PPI: 3; NadD inh: -3; STEP block: 10; Rpn11 inh: i; TbMetRS inhib: -0.1

(cont.)
compound,LMPTP inh,CSN deneddyl inh,MLLE-PAM2 inh,Scp1 inh,DNMT1 block,SUMO1-SIM PPI,NadD inh,STEP block,Rpn11 inh,TbMetRS inhib
O=C(Oc1cc(-c2ccccc2)no1)c1ccc(F)cc1,0.3,-3,4,-10,2,-3,3,-2,i,-0.5
C/C(=N\Nc1nncc2ccccc12)c1ccc(C(C)(C)C)cc1,3.6,7,-3,57*,-2,-6,-1,1,i,-0.1
Cc1ccc(N2CC(C(=O)Nc3c(C)n(C)n(-c4ccccc4)c3=O)CC2=O)cc1 (stereo not drawn),-1.3,0,6,-7,2,3,-4,2,i,-0.6
CC[C@]12c3[nH]c4ccc(Cl)cc4c3CCN1C(=O)[C@@H](CC(=O)NCCc1ccccn1)C[C@@H]2C(=O)N1CCN(C(=O)C2CC2)CC1,-5.9,-1,-1,-1,1,-4,5,0,i,-0.6
O=C(CSc1nnc(Cc2cc(=O)[nH]c(=O)[nH]2)n1-c1ccccc1)NCC1CCCO1 (stereo not drawn),-1.1,-9,18,-3,3,0,4,-2,i,1.6
CCn1nc(C(=O)Nc2cccc(C(F)(F)F)c2)c(Cl)c1Cl,-0.6,2,-17,-8,-3,0,1,0,i,-0.1
NC(N)=NC(N)=Nc1ccc(SC(F)(F)F)cc1,-2.7,-2,6,-7,3,-1,-2,0,i,0.4
O=C(Nc1nccs1)c1cc([N+](=O)[O-])ccc1Cl,-1.7,1,3,-4,1,-28,-2,-3,i,-0.4
CCCCn1c(=O)[nH]c(=O)c2c1nc(-c1ccc(C)c([N+](=O)[O-])c1)n2CC,-2.6,-10,5,-2,-27,-13,-5,1,i,-0.1
NS(=O)(=O)c1cccc(NC(=O)CSc2nnc(-c3ccccc3)o2)c1,0.5,-4,-82,5,3,-2,2,-4,i,-0.6
O=C(Nc1ccc(Cl)cc1)c1ccc2c(=O)n3c(nc2c1)CCCCC3,0.8,8,-13,-4,-1,3,1,0,i,0.4
CCN(C(=O)COC(=O)c1ccc(C)c(S(=O)(=O)N2CCOCC2)c1)C1CCS(=O)(=O)C1 (stereo not drawn),0.1,-3,-4,-7,2,1,3,-1,i,-0.7

Further structures.
canonical_smiles | LMPTP inh | CSN deneddyl inh | MLLE-PAM2 inh | Scp1 inh | DNMT1 block | SUMO1-SIM PPI | NadD inh | STEP block | Rpn11 inh | TbMetRS inhib
O=C(c1ccc([N+](=O)[O-])s1)N1CCc2ccccc21 | -1.4 | 19 | -103 | -7 | 2 | -18 | -3 | 0 | / | 0.5
CC(C(=O)N1CCCC1)N(C)CC(=O)Nc1cccc(F)c1 (stereo not drawn) | -1.7 | -1 | -3 | -2 | 6 | 2 | -5 | -1 | i | -0.3
Cc1cccn2c(=O)c3cc(C(=O)NCCCn4ccnc4)n(C)c3nc12 | 2.8 | -7 | 15 | -7 | -2 | -14 | 9 | 0 | i | 1.2
CC1(C)CC(=O)C(C(c2ccc(Br)cc2)C2C(=O)CC(C)(C)CC2=O)C(=O)C1 | -1.5 | 0 | 16 | -10 | -1 | 8 | -5 | -2 | i | -0.1
Nc1nc(SCc2ccccn2)c2ncn(C3CCCC3)c2n1 | 0.1 | 2 | -8 | -2 | 1 | -3 | -3 | 1 | i | -0.2
O=C(NCc1ccccc1)C1c2ccccc2OCC(=O)N1Cc1ccccc1 (stereo not drawn) | -1.7 | 6 | / | / | / | 8 | 0 | / | / | 0.4
O=C1c2sc3nc4n(c(=O)c3c2CCC1Br)CCCCC4 (stereo not drawn) | -0.3 | 1 | 17 | -6 | -3 | -16 | -2 | 3 | i | 0.1
Nc1c(-c2ccccc2)c(CSc2nc3ccccc3[nH]2)nn1-c1cccc(C(=O)O)c1 | -0.4 | -1 | -26 | 16 | -3 | 0 | 1 | 0 | i | 0.5
CCC(C)c1ccc(NC(=O)N2CCN(C(=O)C3CCCO3)CC2)cc1 (stereo not drawn) | -0.2 | 3 | -1 | -3 | 2 | 4 | 1 | 1 | i | -0.5
Cc1cc(=O)[nH]c(-n2[nH]c(C)cc2=O)n1 | -0.3 | -1 | 11 | 5 | -1 | 1 | 0 | 0 | i | -1.3
Cc1ccsc1CNCC(O)c1ccccc1 (stereo not drawn) | -0.3 | 2 | 0 | 8 | 1 | -2 | -3 | -2 | i | -0.7
Cc1ccc(SCCNC(=O)CN(c2ccc3c(c2)OCO3)S(C)(=O)=O)cc1 | 2.2 | -7 | 6 | -10 | -2 | -2 | -8 | 1 | i | -1.6
Cc1cc(=O)oc2cc(OC(C)C(=O)NCCc3ccc(S(N)(=O)=O)cc3)ccc12 (stereo not drawn) | -0.5 | 3 | 19 | -4 | 1 | 7 | -6 | 2 | i | 0.0
COc1cc(NC(=S)NCc2ccco2)cc(OC)c1OC | -1.6 | -13 | 10 | -5 | -12 | 0 | -3 | -3 | i | -0.5
CCCCNC(=O)C1C(c2ccc(C(F)(F)F)cc2)=Nc2ccccc2N1C(=O)C1CCN(C(C)=O)CC1 (stereo not drawn) | -1.5 | -6 | / | / | / | -9 | / | / | / | 0.4
CCOc1ccccc1CN1CCC(n2nccc2NC(=O)CCc2ccccc2)CC1 | 0.2 | 0 | -1 | 0 | 0 | 1 | -3 | -4 | i | -0.1
CN(Cc1nc(Cc2cccc(C(F)(F)F)c2)no1)C1CC(C)(C)NC(C)(C)C1 | -0.9 | -3 | -8 | -8 | 1 | 0 | -8 | 2 | i | -0.4
O=C(NCC(c1ccccc1Cl)N1CCCC1)C1CCN(C(=O)Nc2ccccc2)CC1 (stereo not drawn) | 0.0 | -3 | -14 | -5 | 1 | -27 | -2 | 1 | i | -0.1
O=C(NCCN1CCOCC1)C1CCN(c2ncnc3c2sc2cccc(F)c23)CC1 | 0.7 | 0 | 4 | -3 | 0 | 15 | 5 | -2 | i | -0.1
C/C(=N\NC(=O)C(O)c1ccccc1)c1ccc(Cl)s1 (stereo not drawn) | -1.1 | -4 | 5 | -11 | 2 | -8 | -4 | -3 | i | -0.6
Cc1c(CCOC(=O)CC23CC4CC(CC(C4)C2)C3)sc[n+]1CC(=O)c1ccc(Br)cc1 | 0.9 | 0 | 20 | 8 | 9 | -2 | 10 | 3 | i | -0.5

Rows are unselected; overall some 3.6% were active at least once.
